Screening data (PubChem)
AMA1-RON2 inh – inhibitors of Plasmodium falciparum AMA1-RON2 interaction; 0.2% of 360,000 active; AlphaScreen AMA1-biotinylated RON2 peptide binding; Potency, µM (highest dose often 58.2 µM), for the others: at the top dose activity change, negative = inhibition, actives largely listed as inhibitors; AID 720542;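 further: potency means the concentration at half of the fitted maximal effect; 0% = vehicle wells and -100% = peptide control; nearly all actives have a fitted effect of over 45% in size; some results filed as inactive show a strong effect at the top dose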
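AMA1 (3D7) with his tag at 25 nM final met compounds first, then biotinylated RON2 peptide at 25 nM; detection used donor plus acceptor beads, 10 µg/mL apiece, read by AlphaScreen after 30 min at room temperature.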
Tb PYK inh – T. brucei pyruvate kinase inhibition | 0.12% of 410,000 active | Q57TT1 | Potency, µM (doses to about 76.8 µM), without a hit: top-dose activity, negative = inhibition, usual class: inhibitors | TbPYK enzyme, Kinase-Glo Plus ATP luminescence, 45 min; further: potency means the concentration at half of the fitted maximal effect; nearly all actives have a fitted effect of over 50% in size
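Screened from lowest to highest concentration, compounds were pinned into TbPYK/substrate mixtures, and ADP (130 uM final) was added. Plates sat at room temperature for 45 min prior to Kinase-Glo Plus detection by luminescence.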
LmPK inhibitor – blocks Leishmania mexicana pyruvate kinase activity | 0.37% of 290,000 active | Q27686 | Potency, µM (titrated, usually from 57.5 µM), inactives show top-dose activity change, negative = inhibition, actives largely listed as inhibitors | purified LmPK, Kinase-Glo ATP luminescence, 1 h; further: potency means the concentration at half of the fitted maximal effect
Target sequence (Q27686 whole entry, looked up): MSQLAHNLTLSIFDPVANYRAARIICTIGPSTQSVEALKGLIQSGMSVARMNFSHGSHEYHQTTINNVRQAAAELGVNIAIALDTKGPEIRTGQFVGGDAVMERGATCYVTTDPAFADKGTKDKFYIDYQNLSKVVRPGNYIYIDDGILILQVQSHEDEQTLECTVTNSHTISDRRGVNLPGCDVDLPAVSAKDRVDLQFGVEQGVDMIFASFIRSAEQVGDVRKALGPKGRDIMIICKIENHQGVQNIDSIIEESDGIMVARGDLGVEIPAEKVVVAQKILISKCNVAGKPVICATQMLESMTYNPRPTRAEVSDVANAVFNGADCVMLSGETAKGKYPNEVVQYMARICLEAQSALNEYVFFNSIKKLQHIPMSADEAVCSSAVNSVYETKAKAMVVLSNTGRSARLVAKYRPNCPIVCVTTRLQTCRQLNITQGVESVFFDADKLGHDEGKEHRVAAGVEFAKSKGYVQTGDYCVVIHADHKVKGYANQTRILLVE
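Purified LmPK (0.1 nM) with 0.5 mM PEP and 0.1 mM ADP in imidazole buffer pH 7.2 with MgCl2/KCl, 1 h at room temperature. ATP formed was read by luciferase luminescence and normalized to no-enzyme and uninhibited controls.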
AmpC inh no detg – inhibitors of E. coli AmpC beta-lactamase without detergent; AmpC nitrocefin hydrolysis, absorbance 480 nm, 0.0001% Triton; 0.52% of 330,000 active; P00811; Potency, µM (highest dose often 57.1 µM), for inactives: at the top dose activity change, negative = inhibition, usual class: inhibitors;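 further: potency means the concentration at half of the fitted maximal effect; plate controls were no compound for no effect and no enzyme for full effect; nearly all actives have a fitted effect of over 20% in size; some results filed as inactive show a strong effect at the top dose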
Target sequence (P00811 whole entry, looked up): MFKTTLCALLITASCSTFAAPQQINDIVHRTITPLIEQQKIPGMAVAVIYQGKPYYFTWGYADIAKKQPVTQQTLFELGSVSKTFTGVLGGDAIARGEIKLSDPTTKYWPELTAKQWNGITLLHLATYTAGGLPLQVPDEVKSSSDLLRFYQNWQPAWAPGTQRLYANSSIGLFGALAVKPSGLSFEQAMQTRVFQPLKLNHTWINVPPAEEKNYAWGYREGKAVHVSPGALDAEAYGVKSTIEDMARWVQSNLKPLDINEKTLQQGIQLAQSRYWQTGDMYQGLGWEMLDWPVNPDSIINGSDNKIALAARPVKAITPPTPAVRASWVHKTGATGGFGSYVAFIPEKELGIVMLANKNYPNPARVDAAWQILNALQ
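AmpC (5.3 nM in the dispensed reagent) in 20 mM phosphate pH 7.0 with 0.01% (detergent screen) or 0.0001% Triton X-100 was preincubated with compounds for 15 min at room temperature. Nitrocefin was then added from an 800 uM solution, and hydrolysis was followed at 480 nm.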
AmpC detergent – inhibitors of E. coli AmpC beta-lactamase with detergent; P00811; Potency, µM (doses to about 114 µM), for the others: at the highest dose activity change, negative = inhibition, actives largely listed as inhibitors; AmpC hydrolysis of nitrocefin, absorbance 480 nm, 0.01% Triton; AID 485294; 0.041% of 370,000 active;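 further: potency means the concentration at half of the fitted maximal effect; 0% = no-compound wells and -100% = no-enzyme wells; nearly all actives have a fitted effect of over 25% in size; some results filed as inactive show a strong effect at the top dose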
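AmpC (5.3 nM in the dispensed reagent) in 20 mM phosphate pH 7.0 with 0.01% (detergent screen) or 0.0001% Triton X-100 was preincubated with compounds for 15 min at room temperature. Nitrocefin was then added from an 800 uM solution, and hydrolysis was followed at 480 nm.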
Sm TGR block – inhibitors of Schistosoma mansoni thioredoxin glutathione reductase | Q962Y6 | purified TGR, DTNB reduction, TNB absorbance 405 nm | Potency, µM (highest dose often 114 µM), for inactives: at the highest dose activity change, negative = inhibition, usual class: inhibitors | 3% of 360,000 active; further: potency means the concentration at half of the fitted maximal effect; nearly all actives have a fitted effect of over 60% in size
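TGR 20 nM + NADPH 100 uM (dispensed conc.), cpd preinc 15 min RT; start with NADPH (500 uM addition) then DTNB (15 mM addition). Kinetic TNB absorbance, 405 nm filter. Four-parameter Hill fit across titration.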
HCMV inh – inhibitors of human cytomegalovirus; activity change, negative = inhibition, % at 57.5 µM; HFF cells, HCMV-luciferase reporter, 72 h; stronger effect = lower value; 4.5% of 410,000 active; in the data active means activity change below about -60%; inconclusive means no clear call, values can overlap the other calls; inactive means above about -39%
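Steps: HFFs plated, 16 h 37C; compounds added; HCMV-luciferase added to MOI 1 PFU/cell; 72 h 37C; OneGlo reagent, 5 min room temperature; luminescence read, normalized to controls.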
* hit, by the source's call; [ ] = remark or other dose. Unless noted, the call rests on the fitted dose curve; in most records, active means well fitted curve in the direction sought with a large enough effect; inconclusive means small, poorly fitted or top-dose-only effect, or another doubt; inactive means no such curve, though single readings can be large; an effect the other way counts as inactive or inconclusive. Unless noted, on the % scale 0 is the no-effect control and ±100 the full control effect.

What do the screens show for `CN1CCc2c(sc(NC(=O)C3CCN(S(=O)(=O)c4cccs4)CC3)c2C(N)=O)C1`?
AMA1-RON2 inh: 9%; Tb PYK inh: 0%; AmpC inh no detg: 18%; AmpC detergent: -13%; Sm TGR block: -1%; HCMV inh: -23

How did CNn1cnc2ccsc2c1=O do in these assays?
AMA1-RON2 inh: 22%; Tb PYK inh: -3%; LmPK inhibitor: 3%; AmpC inh no detg: -18%; AmpC detergent: 13%; Sm TGR block: 31%; HCMV inh: 40

How did CC(C)CCNC(=O)NC(=O)CN1C(=O)NC2(CCCCC2)C1=O do in these assays?
AMA1-RON2 inh: 3%; Tb PYK inh: 1%; LmPK inhibitor: -5%; AmpC inh no detg: -2%; AmpC detergent: -3%; Sm TGR block: -2%; HCMV inh: 51

How did COc1ccc(NC(=O)COc2ccc(/C=N/O)cc2OC)cc1 do in these assays?
AMA1-RON2 inh: -5%; Tb PYK inh: 0%; LmPK inhibitor: 3%; AmpC inh no detg: -28%; AmpC detergent: 8%; Sm TGR block: 5%; HCMV inh: -5

How did CCOCCCNC(=O)C(NC(=O)c1ccc(=O)[nH]c1)c1ccc(Cl)cc1 (stereo not given) do in these assays?
AMA1-RON2 inh: 0%; Tb PYK inh: 5%; LmPK inhibitor: 4%; AmpC inh no detg: 15%; AmpC detergent: inconclusive; Sm TGR block: -2%; HCMV inh: -16

Results for O=C(Cn1cc(SCc2ccccc2Cl)c2ccccc21)N1CCOCC1 ?
AMA1-RON2 inh: 3%; Tb PYK inh: -16%; LmPK inhibitor: -6%; AmpC inh no detg: 185%[activator]; AmpC detergent: 1%; Sm TGR block: -17%; HCMV inh: 53

Results for Cc1cc(N=NC(=O)c2ccccc2)ccc1O ?
AMA1-RON2 inh: 3%; Tb PYK inh: -17%; LmPK inhibitor: -5%; AmpC inh no detg: -31%; AmpC detergent: inconclusive; Sm TGR block: 11µM*; HCMV inh: 37

What do the screens show for `COc1cc(NC(=O)[C@H](C)NC(=O)N2CCn3c2nc2ccccc23)cc(OC)c1`?
AMA1-RON2 inh: 94%[activator]; Tb PYK inh: 0%; LmPK inhibitor: -1%; AmpC inh no detg: 120%[activator]; AmpC detergent: -5%; Sm TGR block: -1%; HCMV inh: 0

Results for COCCn1c(SCC(=O)NCC2CCCO2)nc2c(c1=O)SCC2 (stereo not given) ?
AMA1-RON2 inh: 8%; Tb PYK inh: 1%; LmPK inhibitor: 2%; AmpC inh no detg: -17%; AmpC detergent: 1%; Sm TGR block: 2%; HCMV inh: -10

What do the screens show for `O=C(O)CCCNc1n[nH]c(=O)[nH]c1=O`?
AMA1-RON2 inh: -9%; Tb PYK inh: -7%; LmPK inhibitor: -3%; AmpC inh no detg: 127%[activator]; AmpC detergent: -4%; Sm TGR block: 9%; HCMV inh: -19

What do the screens show for `Cn1c(=O)c2c(nc(CN3CCOCC3)n2CCN2CCOCC2)n(C)c1=O`?
AMA1-RON2 inh: 15%; Tb PYK inh: 2%; LmPK inhibitor: -9%; AmpC inh no detg: -3%; AmpC detergent: -1%; Sm TGR block: -4%; HCMV inh: 9

How did O=C1CSC(=S)N1c1cccc(F)c1 do in these assays?
AMA1-RON2 inh: -18%; Tb PYK inh: -7%; LmPK inhibitor: -3%; AmpC inh no detg: -20%; AmpC detergent: 1%; Sm TGR block: 10%; HCMV inh: 95

What do the screens show for `O=C(NCc1ccccn1)c1ccccc1-c1ccccc1`?
AMA1-RON2 inh: 38%[activator]; Tb PYK inh: -6%; LmPK inhibitor: 0%; AmpC inh no detg: -3%; AmpC detergent: 1%; Sm TGR block: 9%; HCMV inh: -26

How did CCCC(O)(c1ccc(OC)cc1)C(CN1CCOCC1)c1ccccc1 (stereo not given) do in these assays?
AMA1-RON2 inh: -16%; Tb PYK inh: -9%; LmPK inhibitor: 2%; AmpC inh no detg: 182%[activator]; AmpC detergent: 1%; Sm TGR block: -4%; HCMV inh: -2

How did C=CCc1cc(Cl)ccc1OCCCNC(C)C do in these assays?
AMA1-RON2 inh: -4%; Tb PYK inh: 2%; LmPK inhibitor: -1%; AmpC inh no detg: -9%; AmpC detergent: -6%; Sm TGR block: -18%; HCMV inh: -26

How did Cc1ccc(SCC(=O)Nc2cccc(C)c2)cc1 do in these assays?
AMA1-RON2 inh: 8%; Tb PYK inh: -1%; LmPK inhibitor: 0%; AmpC inh no detg: -25%; AmpC detergent: 3%; Sm TGR block: -6%; HCMV inh: -2

What do the screens show for `Cc1cc(C)cc(Nc2cc(C)nc3nc(-c4ccco4)nn23)c1`?
Tb PYK inh: 3%; AmpC detergent: 5%; Sm TGR block: -32%; HCMV inh: -17

What do the screens show for `O=C(COC(=O)c1ccco1)NC12CC3CC(CC(C3)C1)C2`?
AMA1-RON2 inh: 11%; Tb PYK inh: 2%; AmpC inh no detg: -14%; HCMV inh: 1

Results for NC(=O)c1ccc(NC(=O)COC(=O)c2ccccc2Nc2ccccc2)cc1 ?
AMA1-RON2 inh: -10%; Tb PYK inh: 1%; LmPK inhibitor: -1%; AmpC inh no detg: -11%; AmpC detergent: -1%; Sm TGR block: 3%; HCMV inh: -19

Results for O=C(NCCc1ccccc1)C1CCN(Cc2cc3ccccc3n2Cc2cccc(Cl)c2)CC1 ?
Tb PYK inh: 3%; AmpC detergent: -5%; Sm TGR block: 3%; HCMV inh: 0

How did COc1ccccc1NC(=O)C1CC(C(C)C)OC1=O (stereo not given) do in these assays?
AMA1-RON2 inh: 3%; Tb PYK inh: -4%; HCMV inh: -8

What do the screens show for `CN(C)CCN(Cc1ccccc1)S(=O)(=O)c1ccc2[nH]c(=O)ccc2c1`?
Tb PYK inh: -4%; AmpC detergent: 3%; Sm TGR block: 1%; HCMV inh: 11

What do the screens show for `Cc1ccc(N2CCN(C(=O)NCc3noc4ccc(C)cc34)CC2)c(C)c1`?
Tb PYK inh: -14%; AmpC detergent: -6%; Sm TGR block: 1%; HCMV inh: -12

What do the screens show for `Cc1nonc1OCCNCc1c(C(=O)N2CCCCCCC2)nc2ccc(Cl)cn12`?
AMA1-RON2 inh: 35%[activator]; Tb PYK inh: 1%; LmPK inhibitor: 6%; AmpC inh no detg: 108%[activator]; AmpC detergent: 8%; Sm TGR block: inconclusive; HCMV inh: 38

How did Cc1ccc(-c2nc(C)sc2CC(=O)Nc2nnc(C)s2)cc1 do in these assays?
AMA1-RON2 inh: 17%; Tb PYK inh: -13%; LmPK inhibitor: -3%; AmpC inh no detg: -26%; AmpC detergent: -5%; Sm TGR block: 0%; HCMV inh: 51

Results for CN(Cc1nc(-c2cnccn2)no1)CC1CCN(Cc2ccccc2)CC1 ?
AMA1-RON2 inh: -7%; Tb PYK inh: 1%; LmPK inhibitor: -5%; AmpC inh no detg: 2%; AmpC detergent: -7%; Sm TGR block: -9%[57.1 µM]; HCMV inh: 18

Results for COc1cccc2sc(N(Cc3cccnc3)C(=O)C3CCCCC3)nc12 ?
Tb PYK inh: 8%; AmpC detergent: 2%; Sm TGR block: 1%; HCMV inh: -32

What do the screens show for `COc1ccc(CNC(=O)c2ccc3c(=O)n4c(nc3c2)CCCCC4)cc1OC`?
AMA1-RON2 inh: 26%; Tb PYK inh: 0%; AmpC inh no detg: 13%; AmpC detergent: 0%; Sm TGR block: -19%; HCMV inh: -74*

Results for COc1ccc(NC(=O)c2c(-c3ccccc3)noc2C)c(OC)c1 ?
AMA1-RON2 inh: -1%; Tb PYK inh: 0%; LmPK inhibitor: 7%; AmpC inh no detg: -10%; AmpC detergent: -11%; Sm TGR block: 2%; HCMV inh: -13

What do the screens show for `Cc1ccc(Cl)cc1NC(=O)C1CCN(C(=O)c2cnn(-c3ccccc3)c2-n2cccc2)CC1`?
Tb PYK inh: -2%; AmpC detergent: 12%; Sm TGR block: 6%; HCMV inh: -12

Pulled by compound from the entries so far (five):
How did COc1ccccc1NC(=O)C1CC(C(C)C)OC1=O (stereo not given) do in these assays?
AMA1-RON2 inh: 3%; Tb PYK inh: -4%; HCMV inh: -8

What do the screens show for `Cc1nonc1OCCNCc1c(C(=O)N2CCCCCCC2)nc2ccc(Cl)cn12`?
AMA1-RON2 inh: 35%[activator]; Tb PYK inh: 1%; LmPK inhibitor: 6%; AmpC inh no detg: 108%[activator]; AmpC detergent: 8%; Sm TGR block: inconclusive; HCMV inh: 38

What do the screens show for `Cc1ccc(N2CCN(C(=O)NCc3noc4ccc(C)cc34)CC2)c(C)c1`?
Tb PYK inh: -14%; AmpC detergent: -6%; Sm TGR block: 1%; HCMV inh: -12

Results for COc1ccc(NC(=O)c2c(-c3ccccc3)noc2C)c(OC)c1 ?
AMA1-RON2 inh: -1%; Tb PYK inh: 0%; LmPK inhibitor: 7%; AmpC inh no detg: -10%; AmpC detergent: -11%; Sm TGR block: 2%; HCMV inh: -13

What do the screens show for `CN(C)CCN(Cc1ccccc1)S(=O)(=O)c1ccc2[nH]c(=O)ccc2c1`?
Tb PYK inh: -4%; AmpC detergent: 3%; Sm TGR block: 1%; HCMV inh: 11

Continuation:
What do the screens show for `Cc1cc(-c2ccc(C)c(S(=O)(=O)N(C(C)C)C3CCCCC3)c2)on1`?
Tb PYK inh: -9%; AmpC detergent: -8%; Sm TGR block: -2%; HCMV inh: -32

How did CCOc1ncccc1C(=O)OCC(=O)N1CCN(S(=O)(=O)c2ccccc2)CC1 do in these assays?
AMA1-RON2 inh: 3%; Tb PYK inh: 0%; LmPK inhibitor: 16%; AmpC inh no detg: 19%; AmpC detergent: -15%; Sm TGR block: 17%[11.4 µM]; HCMV inh: 37

How did Cc1c(Cl)cccc1NC(=O)CC(NCCN1CCOCC1)C(=O)O (stereo not given) do in these assays?
AMA1-RON2 inh: 139%[activator]; Tb PYK inh: 3%; HCMV inh: -15

Results for Cc1cc(C)cc(Nc2ccc(C(=O)O)cc2[N+](=O)[O-])c1 ?
AMA1-RON2 inh: 0%; Tb PYK inh: 11%; LmPK inhibitor: 0%; AmpC inh no detg: -27%; AmpC detergent: -12%; Sm TGR block: -2%; HCMV inh: 60

How did CCC(C)NS(=O)(=O)c1ccc(NC(=O)CCC2CCCCC2)cc1 (stereo not given) do in these assays?
AMA1-RON2 inh: 26%; Tb PYK inh: 1%; LmPK inhibitor: 6%; AmpC inh no detg: -37%; AmpC detergent: inconclusive; Sm TGR block: -24%; HCMV inh: 58
